Growth percent in the NCI-60 one-dose screen (48 h, 10 µM unless noted): 100 = growth as untreated, 0 = no growth, -100 = all killed.
UACC-257 – UACC-257 melanoma. 78,000 tested, 4.4% active
LOX IMVI – LOX IMVI melanoma | 79,000 tested, 7.4% active | AID 1794757
MALME-3M – MALME-3M melanoma. 78,000 tested, 5.8% active. AID 1794766
SK-MEL-5 – SK-MEL-5 melanoma; 80,000 tested, 6.4% active
SK-MEL-28 – SK-MEL-28 melanoma. 81,000 tested, 4.1% active
UACC-62 – UACC-62 melanoma; 81,000 tested, 5.4% active; AID 1794756
SK-MEL-2 – SK-MEL-2 melanoma. 77,000 tested, 4.7% active
HS 578T – HS 578T breast cancer | 78,000 tested, 4.1% active | AID 1794788
An asterisk follows results filed as active; nt = no result given; ! = a repeat was not active; [ ] = remark or other dose. Rule for the calls: active = growth percent below 10; inactive = the rest.

SMILES	UACC-257	LOX IMVI	MALME-3M	SK-MEL-5	SK-MEL-28	UACC-62	SK-MEL-2	HS 578T
Cc1cc(O)cc(=O)o1	91.1	97.7	105.1	103.5	nt	97.0	119.3	nt
Cc1ccc(-c2csc(NC(=O)CN3CCN(c4cc(=O)[nH]c5ccc(F)cc45)CC3)n2)cc1	62.5	55.6	76.1	56.0	82.2	66.2	89.8	58.6
O=C1c2ccccc2-c2c1c1c3ccccc3n(CCN3CCCCC3)c1c1c3ccccc3n(CCN3CCCCC3)c21	91.0	52.4	110.2	78.1	111.8	70.4	92.3	89.1
O=C(CCC(C(=O)O)N1C(=O)c2ccccc2C1=O)Nc1ccccc1 (configuration not stated)	103.9	98.5	101.5	100.3	98.5	106.6	93.2	92.2
Nc1nc(N)c(-c2nc3ccccc3s2)c(CCCO)n1	103.4	101.0	111.9	100.6	106.0	101.0	106.6	96.6
CCCCCc1c(C)[nH]c(/C=C2\N=C(c3ccc[nH]3)C=C2Oc2ccc(OC)cc2)c1C	nt	-71.9*[100 µM]	-75.4*[100 µM]	-73.6*[100 µM]	-86.9*[100 µM]	-93.5*[100 µM]	-74.4*[100 µM]	0.6*[100 µM]
CC(C)Cn1cnc2c3ccccc3nc(NCn3nc(-c4cc(Cl)cc(Cl)c4Cl)n(/N=C/c4ccc(F)cc4)c3=S)c21	88.5	91.3	109.9	75.4	113.2	72.8	93.0	109.0
O=S(=O)(NS(=O)(=O)c1ccccc1)c1ccccc1	97.5	99.1	103.0	93.8	103.3	93.8	91.8	98.6
O=c1c2c3c(sc2nc(SCc2nc(=S)[nH][nH]2)n1-c1ccc(Cl)cc1)CCCC3	103.9	99.8	98.4	102.5	110.9	98.3	127.9	109.7
NCCOc1ncccc1/C=C1\c2ccccc2-c2ccc(F)cc21	67.6	-11.5*	32.3	25.1	70.2	34.8	111.5	44.2
CC(=O)/C(=C/c1cccc(F)c1)c1ccccc1	111.2	97.7	nt	96.6	117.3	nt	113.5	108.6
O=C1CCCN1C1CCN2CCCc3cccc1c32 (configuration not stated)	111.0	101.3	94.2	109.5	114.6	93.6	101.9	112.5
C/C=C/C(O)c1ccccc1 (configuration not stated)	100.0	100.0	102.7	97.5	114.6	98.7	95.8	100.1
COc1cc(CNC(=O)[C@]23CCC(C)(C)CC2C2=CCC4[C@@]5(C)CCC(OC(C)=O)C(C)(C)C5CC[C@@]4(C)[C@]2(C)CC3)ccc1OCc1cn(-c2ccc(Cl)c(Cl)c2)nn1 (some centres not stated)	93.1	93.1	94.7	101.3	120.9	82.4	101.1	90.0
Fc1ccc(Cc2nnc(Nc3nc4ccccc4s3)s2)cc1	108.5	103.7	118.2	99.2	99.1	92.5	120.8	102.4
O=C1CCCCCCCCCCCN1	97.1	98.9	108.9	99.9	103.3	102.4	104.6	99.3
CC(=O)C1CCC2C3C=C(C)C4=CC(=O)CCC4(C)C3(F)C(O)CC12C (configuration not stated)	91.8	111.1	98.2	92.0	109.5	101.0	114.9	nt
O=C(CCCC1CCCCC1)OC1CCCC1	104.9	98.1	100.3	103.2	105.3	103.5	nt	101.8
O=c1ccn(C2CCCCC2)c(=O)[nH]1	107.7	100.5	107.0	105.3	114.0	114.5	nt	100.0
O=C(O)CCn1c(-c2ccc(Cl)cc2)nc(-c2ccccc2)c1-c1ccccc1	87.1	94.9	91.6	96.9	97.3	94.4	nt	101.0
COC(=O)c1nc(-c2ccc(C)cc2)oc1N1CCCCC1	94.5	112.4	104.1	88.2	98.2	86.2	105.2	100.4
O=C(NN1C(=O)/C(=C/C=C/c2ccco2)SC1=S)c1ccccc1	90.9	98.0	95.6	nt	95.7	88.5	nt	89.6
Nc1nc(=S)c2ncn(C3OC(CO)CC3O)c2[nH]1 (configuration not stated)	nt	104.3	81.4	90.8	119.3	106.6	106.1	93.2
O=S1(=O)N(Cc2ccccc2)[C@@H](Cc2ccccc2)[C@H](O)[C@H](O)[C@H](Cc2ccccc2)N1Cc1ccccc1	-22.1*	-11.3*	-14.2*	-1.0*	nt	5.8*	-5.7*	19.7
CO[C@]12C=C/C(=C(/C(=O)OCc3cccnc3)C(=O)CCCCCCCC[C@@]3(OC)C=C/C(=C(/C(=O)OCc4cccnc4)C(=O)CCCCCCCC1)O3)O2	33.6	-35.9*	-31.2*	-59.1*	-5.7*	-54.0*	21.4	37.0
CC(=O)n1c(-c2ccc(Cl)cc2)nc2c(c1=O)C(c1ccc(Cl)cc1)c1sc3c(Cl)cccc3c1O2 (configuration not stated)	21.3	-33.8*	51.8	-17.7*	18.0	3.4*	7.3*	-9.2*
O=C1c2cccnc2-c2nccc3c2c1nc1cc(Br)ccc13	-83.7*	-71.1*	8.2*	-95.4*	-74.4*	-74.6*	-59.0*!	-32.9*
CNc1ncnc(NC)c1[N+](=O)[O-]	104.9	94.8	137.3	110.8	114.4	107.6	129.7	93.2
Cc1nc(-c2ccc(Cl)cc2)ccc1NC(=O)Nc1ccc2c(c1)OCO2	75.1	64.5	155.8	83.7	95.2	73.9	103.5	103.8
NC(=O)c1cccc(-n2ccc3cc(NC(=O)Nc4ccccc4)ccc32)n1	102.8	109.0	110.9	102.6	108.2	101.5	105.3	114.0

An excerpt from above, showing only LOX IMVI and SK-MEL-2.
Molecule	LOX IMVI	SK-MEL-2
Nc1nc(=S)c2ncn(C3OC(CO)CC3O)c2[nH]1 (configuration not stated)	104.3	106.1
O=S1(=O)N(Cc2ccccc2)[C@@H](Cc2ccccc2)[C@H](O)[C@H](O)[C@H](Cc2ccccc2)N1Cc1ccccc1	-11.3*	-5.7*
CO[C@]12C=C/C(=C(/C(=O)OCc3cccnc3)C(=O)CCCCCCCC[C@@]3(OC)C=C/C(=C(/C(=O)OCc4cccnc4)C(=O)CCCCCCCC1)O3)O2	-35.9*	21.4
CC(=O)n1c(-c2ccc(Cl)cc2)nc2c(c1=O)C(c1ccc(Cl)cc1)c1sc3c(Cl)cccc3c1O2 (configuration not stated)	-33.8*	7.3*
O=C1c2cccnc2-c2nccc3c2c1nc1cc(Br)ccc13	-71.1*	-59.0*!
CNc1ncnc(NC)c1[N+](=O)[O-]	94.8	129.7
Cc1nc(-c2ccc(Cl)cc2)ccc1NC(=O)Nc1ccc2c(c1)OCO2	64.5	103.5

Additional compounds:
SMILES	UACC-257	LOX IMVI	MALME-3M	SK-MEL-5	SK-MEL-28	UACC-62	SK-MEL-2	HS 578T
CC(C)C(/C=C/c1ccccc1)=N\NS(=O)(=O)c1ccccc1	nt	95.5	92.6	99.8	108.7	93.4	nt	nt
COc1ccc(OC)c(/C=N/NC(=O)c2ccc3nc(-c4ccc(Cl)cc4)[nH]c3c2)c1	114.4	65.4	81.6	31.2	85.4	75.7	103.0	51.2
O=C(Nc1ccncc1)C(=O)c1cn(S(=O)(=O)c2ccccc2F)c2ccccc12	63.1	37.0	41.2	13.5	61.5	32.3	nt	12.1
CN(C(=O)Nc1cccc2c(NC(=O)N(C)C3CCCCC3)cccc12)C1CCCCC1	102.1	nt	86.1	99.2	104.1	84.8	nt	75.7
COc1ccc(C(=O)CCC(=O)O)cc1OC	100.3	100.4	99.2	100.6	107.2	92.8	118.5	108.8
Cc1ccc(NC(=O)COC(=O)c2ccc(S(=O)(=O)N3CCCCCC3)cc2)cc1	94.3	97.1	126.7	104.1	118.5	95.0	143.8	112.9
Cc1nn(-c2ccccc2Br)c(C)c1C(=O)Nc1ccc2ccccc2n1	68.5	23.5	70.5	42.6	67.9	44.0	101.7	79.0
Cc1cc(O)c(C(C)C)cc1N=Cc1ccc(Cl)c(Cl)c1	88.5	97.2	108.4	94.9	114.8	nt	103.8	102.5
Cc1ccc(S(=O)(=O)N2CCc3c([nH]c4ccccc34)C2c2cc(=O)oc3cc(C)ccc23)cc1 (configuration not stated)	92.3	82.6	91.8	nt	nt	nt	97.4	82.0
Nc1cc(F)ccc1NC(=O)c1ccc(NC(=O)C/C=C/c2cccnc2)cc1	55.8	39.7	47.6	49.7	49.4	42.1	41.3	49.0

The closing 4 entries of the section before are carried over, then new ones follow:
SMILES	UACC-257	LOX IMVI	MALME-3M	SK-MEL-5	SK-MEL-28	UACC-62	SK-MEL-2	HS 578T
Cc1nn(-c2ccccc2Br)c(C)c1C(=O)Nc1ccc2ccccc2n1	68.5	23.5	70.5	42.6	67.9	44.0	101.7	79.0
Cc1cc(O)c(C(C)C)cc1N=Cc1ccc(Cl)c(Cl)c1	88.5	97.2	108.4	94.9	114.8	nt	103.8	102.5
Cc1ccc(S(=O)(=O)N2CCc3c([nH]c4ccccc34)C2c2cc(=O)oc3cc(C)ccc23)cc1 (configuration not stated)	92.3	82.6	91.8	nt	nt	nt	97.4	82.0
Nc1cc(F)ccc1NC(=O)c1ccc(NC(=O)C/C=C/c2cccnc2)cc1	55.8	39.7	47.6	49.7	49.4	42.1	41.3	49.0
Cc1ccc(S(=O)(=O)c2ccsc2NC(=O)c2ccccc2)cc1	109.5	79.3	83.4	85.3	90.1	80.6	96.3	nt
CCCCNc1ccc2c3c1cccc3c(=O)n1c3ccccc3nc21	nt	75.9	89.3	75.5	103.3	85.9	nt	93.1
CCOC(=O)C/C(=N\Nc1cc(=O)[nH]c2ccc(C)cc12)C(=O)OCC	105.2	102.2	98.0	96.8	99.3	91.1	108.5	91.8
COc1cc2cc(C(=O)N3C[C@@H](CCl)c4c3cc(OC(=O)N(CCC(=O)N3CCN(C)CC3)[C@H]3CCSSC3)c3ccccc43)[nH]c2c(OC)c1OC	-61.9*	-99.5*	-96.7*	-86.3*	-94.1*	-91.8*	-85.0*	-14.1*
O=C(O)c1ccc2c(c1Cl)C(=O)c1ccccc1C2=O	109.2	97.2	131.6	102.0	107.1	97.7	70.2	123.2
CCC(=O)OC1=C(C)SC2=NC(c3ccc(Cl)cc3)=CC(c3ccc(OC)cc3)N21 (configuration not stated)	93.8	104.0	101.6	97.1	103.0	101.9	103.3	105.0
O=C(CCCCn1cnc2c(=S)nc[nH]c21)Nc1ccc(C(=O)O)cc1	106.8	96.2	nt	nt	104.2	93.2	105.1	100.5
CCOC(=O)c1c(-c2ccccc2)csc1NC(=O)c1ccccc1	nt	87.5	72.0	95.2	90.4	92.1	93.7	nt
O=C1NC(=S)NC(=O)C1=Cc1cn(Cc2cn(Cc3cccc4ccccc34)nn2)c2ccccc12	103.4	91.1	86.5	93.9	103.4	88.3	114.1	81.9
Cc1cccc2cc3cccc(C)c3nc12	88.7	110.3	96.0	107.5	103.6	90.1	97.3	100.9

An excerpt of these results, with two lines to a compound.
Every second line gives: UACC-257, LOX IMVI, MALME-3M, SK-MEL-5, SK-MEL-28, UACC-62, SK-MEL-2, HS 578T
Nc1nc(=S)c2ncn(C3OC(CO)CC3O)c2[nH]1 (configuration not stated)
  nt, 104.3, 81.4, 90.8, 119.3, 106.6, 106.1, 93.2
CC(=O)/C(=C/c1cccc(F)c1)c1ccccc1
  111.2, 97.7, nt, 96.6, 117.3, nt, 113.5, 108.6

New compounds follow.
SMILES	UACC-257	LOX IMVI	MALME-3M	SK-MEL-5	SK-MEL-28	UACC-62	SK-MEL-2	HS 578T
O=C(O)c1ccccc1C(=O)OCc1ccccc1	31.9	95.4	106.8	104.5	114.2	105.0	88.0	107.3
c1ccc(Cn2cc3c(c2)-c2nc(Nc4ccccc4)ncc2CC3)cc1	98.2[100 µM]	85.6[100 µM]	83.5[100 µM]	79.4[100 µM]	92.5[100 µM]	82.7[100 µM]	92.6[100 µM]	68.9[100 µM]
Cc1cccc(N2CCN(C(=S)Cc3ccccc3)CC2)c1	112.3	99.8	99.8	104.1	118.0	92.8	101.6	98.6
COc1cccc2nc(Nc3cccc(NC(=O)c4ccc(CN5CCN(C)CC5)c(C(F)(F)F)c4)c3)ccc12	-83.1*	-100.0*	-96.4*	-100.0*	-100.0*	-99.1*	-87.8*	-21.1*
CC1(C)Cc2c(Br)c(Br)c(Br)c(OCC(O)CN3CCN(c4ccccn4)CC3)c2O1 (configuration not stated)	104.7	68.6	88.2	63.5	115.3	92.9	77.1	89.2
CNC(=O)c1cc(Oc2ccc(CC(=O)Nc3cc(C(C)(C)C)cn3C)cc2)ccn1	56.5	67.0	50.6	8.8*	79.8	62.9	67.1	86.9
Cn1c(=O)c2cc(C(=O)NCCCN3CCCCCC3)sc2c2ccccc21	111.0	nt	109.8	80.2	92.1	87.9	106.8	101.5
N#CC(C#N)=c1[nH]c(=O)/c(=C/c2ccccc2)s1	110.5	nt	122.0	103.2	104.1	102.6	108.7	115.5

High-throughput results (PubChem BioAssay)
